Screening data (PubChem BioAssay)
CHO-K1 Ca antag – counter-screen for M1 antagonists: effect in parental CHO-K1 cells. hit rate 0.6% among 360,000. ATP-induced calcium, Fluo-8 fluorescence. inhibition, % at 3 µM;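 active = inhibition above a per-plate cutoff, the plate's mean sample inhibition plus 3 SD, cut at about 24% in these data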;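 note: 0% = DMSO plus EC80 ATP and 100% = DMSO alone without ATP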
CHRM1 antagonist – blocks human M1 muscarinic receptor; P11229; CHO-K1 hM1, Fluo-8 calcium fluorescence, ACh EC80 antagonist; inhibition, % at 3 µM; hit rate 1.3% among 360,000;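 active = percent inhibition above its own plate's cutoff, namely the mean of that plate's compound wells plus 3 SD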;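 note: peak over basal fluorescence ratio during 140 s after agonist addition; 0% = ACh EC80 plus DMSO and 100% = DMSO alone without agonist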
CHO-K1 Ca ag – nonselective activator or artifact in parental CHO-K1 cells. activation, % at 3 µM. Fluo-8 calcium fluorescence; scaled to maximal ATP response, vehicle zero. AID 602248. hit rate 0.48% among 360,000; in the data active = activation above about 15%;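 note: untransfected CHO-K1 host cells lacking M1 receptor as counterscreen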
CHRM4 antagonist – CHRM4 antagonism in calcium assay; P08173; CHO-hM4 cells, ACh EC80, Fluo-8 calcium fluorescence; inhibition, % at 3 µM; hit rate 0.73% among 360,000;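 active = inhibition above its plate's cutoff, the mean inhibition of sample wells plus 3 SD, cut at about 27% in these data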;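 note: 0% = acetylcholine EC80 with DMSO and 100% = DMSO without agonist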
Target sequence (P08173 whole entry, looked up): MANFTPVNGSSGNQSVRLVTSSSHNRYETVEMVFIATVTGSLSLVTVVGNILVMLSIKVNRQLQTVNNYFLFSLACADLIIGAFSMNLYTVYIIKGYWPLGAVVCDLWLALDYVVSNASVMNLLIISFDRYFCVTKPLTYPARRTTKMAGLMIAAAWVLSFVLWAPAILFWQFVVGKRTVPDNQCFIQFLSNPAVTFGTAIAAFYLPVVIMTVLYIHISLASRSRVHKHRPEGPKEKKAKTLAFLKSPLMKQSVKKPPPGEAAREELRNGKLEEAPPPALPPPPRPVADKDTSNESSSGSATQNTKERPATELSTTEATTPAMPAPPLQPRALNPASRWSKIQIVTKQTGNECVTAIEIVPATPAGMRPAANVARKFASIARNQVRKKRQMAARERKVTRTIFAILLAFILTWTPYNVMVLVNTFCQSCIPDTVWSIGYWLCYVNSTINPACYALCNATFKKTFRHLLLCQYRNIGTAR
M1 PAM – positive allosteric modulators of human M1 muscarinic receptor | CHO-K1 hM1, Fluo-8 calcium fluorescence, ACh EC20; 0% = ACh EC20, 100% = maximal ACh | activation, % at 3 µM | hit rate 0.088% among 360,000; in the data active = activation above about 19%, passing the limit was not always enough
OXTR potentiate – potentiators of human oxytocin receptor; P30559; hit rate 0.061% among 320,000; activation, % at 3 µM; AID 2445; CHO-OTR cells, Fluo-8 calcium fluorescence, potentiator mode; 0% = oxytocin EC15, 100% = EC100;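 active = activation above that plate's cutoff, the mean activation of tested compounds plus 3 SD, cut at about 6.6% in these data, passing the limit was not always enough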;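 note: 100% uses oxytocin at 75 nM as the full agonist control; some results filed as inactive read as strong as hits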
Target sequence (P30559 whole entry, looked up): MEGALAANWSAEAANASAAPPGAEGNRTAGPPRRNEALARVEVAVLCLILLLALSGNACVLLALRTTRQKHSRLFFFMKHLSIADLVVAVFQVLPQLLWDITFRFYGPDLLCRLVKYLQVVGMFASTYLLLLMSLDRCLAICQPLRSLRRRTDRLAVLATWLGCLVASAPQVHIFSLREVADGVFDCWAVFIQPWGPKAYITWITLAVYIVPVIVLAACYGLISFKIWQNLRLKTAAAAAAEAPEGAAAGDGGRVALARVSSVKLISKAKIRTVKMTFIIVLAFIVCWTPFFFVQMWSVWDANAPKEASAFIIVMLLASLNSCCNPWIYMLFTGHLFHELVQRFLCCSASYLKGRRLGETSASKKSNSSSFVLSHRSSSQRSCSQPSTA
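Assay system: CHO cell line stably expressing human OTR. Reagent: EC15 oxytocin agonist. Dosing: single dose, 3.0 µM nominal final compound concentration. Timing: compound 6 min at room temperature before oxytocin, 100 s read. Signal: kinetic Fluo-8 calcium fluorescence. Controls: oxytocin EC15 low and EC100 high.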
CHO parental Ca – signal in parental CHO cells, OX1R antagonist counter-screen; parental CHO-K1, ATP-induced calcium, Fluo-8 fluorescence; inhibition, % at 5.6 µM; hit rate 0.63% among 330,000; AID 463079;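 active = inhibition above that plate's mean sample inhibition plus 3 SD, cut at about 26% in these data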;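 note: 0% = ATP-challenged DMSO wells and 100% = DMSO wells without ATP; some compounds past the cut are filed as inactive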
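Assay system: parental CHO cells; Read-out basis: percent inhibition of ATP-evoked calcium rise, normalized to controls; Benchmarks: ATP and no-ATP DMSO wells; Compound dosing: single nominal dose of 5.6 µM per compound; Signal: Fluo-8 calcium dye fluorescence; Also added: ATP as calcium-mobilizing challenge; Repeats: singlicate.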
M4 ag – agonists of human muscarinic M4 receptor (CHRM4); CHO-K1 hM4/Gqi5, Fluo-8 calcium fluorescence; vehicle 0%, full acetylcholine response 100%; activation, % at 3 µM; hit rate 0.14% among 360,000;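 active = activation above the run mean over all test wells plus 3 SD, cut at about 32% in these data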;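 note: peak over basal fluorescence ratio per well then scaled between controls; 0% = DMSO wells and 100% = acetylcholine at EC100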
M1 ag – agonists of human M1 muscarinic receptor | P11229 | CHO-K1 hM1, Fluo-8 calcium fluorescence, agonist mode; 0% DMSO, 100% acetylcholine EC100 | activation, % at 3 µM | hit rate 0.33% among 360,000 | AID 588814;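 active = activation above the run's mean compound activation plus 3 SD, cut at about 16% in these data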;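 note: peak over basal fluorescence ratio within a 140 s kinetic read after compound addition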
* = called active by the depositor; nt = no result given.

SMILES,CHO-K1 Ca antag,CHRM1 antagonist,CHO-K1 Ca ag,CHRM4 antagonist,M1 PAM,OXTR potentiate,CHO parental Ca,M4 ag,M1 ag
O/N=C\c1cccn1-c1ccc(Br)cc1,-1,-16,-0.8,-4,18,-8,-4,0,-4
O=C(NCc1ccco1)c1cc(S(=O)(=O)NC2CC2)ccc1Br,-18,-22,1.0,-6,6,2,-13,1,-2
COC(=O)c1ccc(COc2ccccc2OC)o1,5,-8,-0.2,2,9,-6,-8,1,-3
COc1ncnc2c1ncn2CCCNC1CCN(Cc2ccccc2)CC1,2,-1,1.1,-1,-5,nt,nt,0,-13
CC(Oc1ccccc1)C(=O)Nc1cccc(-c2nc3ccccc3[nH]2)c1 (stereo unspecified),4,-28,5.6,-6,-2,-7,-19,15,1
CCOc1ccccc1/C=N/OCC(=O)NCc1ccc(F)cc1,-9,-9,0.1,0,5,-6,-30,0,-4
C=CCN1C(=O)C2(c3ccccc31)C1CCCC=C1C(C#N)=C(N)C2(C#N)C#N (stereo unspecified),5,-5,1.7,-10,3,0,-11,0,-2
CN1C(=O)c2ccccc2NC(=O)[C@]12O[C@@H]2c1cccc(O)c1,0,3,0.3,11,-3,-3,8,1,-4
CCOc1ccc(C(C)NC(=O)c2ccc3c(c2)NC(=O)C(C)S3)cc1OCC (stereo unspecified),-15,-17,0.0,-17,14,1,-27,3,-5
CCOC(=O)C1=C(C)N=c2s/c(=C\c3ccc(O)c([N+](=O)[O-])c3)c(=O)n2C1c1ccccc1OC (stereo unspecified),-6,-4,0.8,-6,7,-9,-5,1,-4
CC(C)c1ccccc1NC(=O)COC(=O)Cc1cccc(C(F)(F)F)c1,6,-1,-0.7,-2,13,-2,-10,0,1
Cc1ccnc(NS(=O)(=O)c2ccc(NC(=O)c3cc(=O)c4ccccc4o3)cc2)n1,-18,-11,0.9,-19,8,-8,5,1,-3
CCc1cccc(NC(=S)N(CCN(C)C)C2CCN(C(C)C)CC2)c1,-8,0,1.7,0,1,-13,1,2,-6
COC(=O)c1cc(NC(=O)CN(c2ccccc2OC)S(=O)(=O)c2ccccc2)ccc1Cl,7,23,4.0,9,-5,-10,-10,10,0
Nc1nc(Nc2ccccc2)nc(NC2CCCCC2)c1[N+](=O)[O-],10,-1,-0.1,-9,6,-6,-20,0,-1
CCCn1c(CN2CCN(C(=O)OCC)CC2)nc2cc(NC(C)=O)ccc21,-12,-15,2.0,9,20,2,-7,1,-8
CCCCN1C(N)=NC[C@@H]1CCCCN,-1,7,0.1,1,-4,-7,-10,0,-5
COC(=O)[C@H](Cc1ccccc1)NC(=O)N1CC(C)OC(C)C1 (stereo partly specified),-8,-11,0.6,-5,9,-5,-10,0,-3
COc1ccc(CC(=O)n2c(CC#N)nc3ccccc32)cc1OC,-7,-14,0.4,3,12,-6,-10,1,-1
CSc1ccccc1C(=O)N(C)Cc1ccccc1,-9,-6,0.1,-6,5,0,-4,1,-5
COc1ccc(NC(=S)Nc2cc(C)[nH]n2)cc1Cl,0,-7,-0.5,-15,-1,-11,-8,2,-3
CCCOc1ccc(-c2nc(C#N)c(N3CCN(C)CC3)o2)cc1,-5,-8,0.1,-1,7,-17,3,1,-5
COc1ccc(NC(=O)CSc2nnc(-c3ccco3)n2N)cc1Cl,-14,-17,0.3,-4,12,-4,-13,2,-3
O=C(NCc1cccnc1)c1[nH]c(C(F)(F)F)nc1-c1ccccc1,-21,-23,1.1,-1,2,nt,nt,2,0
COc1ccc(CNC(=O)c2csc(Cc3ccc(Cl)cc3)n2)cc1,-17,3,0.2,0,-3,-12,-18,0,-2
O=C(CN1C(=O)c2ccccc2C1=O)c1ccccc1,-6,-7,0.3,-4,1,-3,-13,0,-4
CC1CCN(C(=O)C2CCN(S(=O)(=O)c3cccnc3)CC2)CC1,-19,1,1.1,-2,0,-9,6,3,-4
CC[C@H](C)[C@H](NC(=O)OCc1ccccc1)C(=O)Nc1ccc(NC(C)=O)cc1,7,-1,7.2,-6,8,-22,-15,1,-10
Cc1ccc2c(=O)cc(C(=O)NCCc3ccc(S(N)(=O)=O)cc3)oc2c1,4,-6,0.3,1,2,-13,-4,1,-6
COc1cc(SC)ccc1C(=O)NC(C)C,-9,4,-0.9,9,-4,-5,-17,0,-7
CC(C)CC1NC(=O)N(Cc2nc3ccccc3s2)C1=O (stereo unspecified),-10,-13,0.8,-5,12,1,-27,0,-3
CN1C(=O)/C(=C/c2ccc(OCc3cccc(F)c3)cc2)NC1=S,-4,-8,1.2,0,2,-5,-3,3,-2
CC(C)(C)c1ccc(S(=O)(=O)N2CC(C(=O)O)Oc3ccc(Cl)cc32)cc1 (stereo unspecified),-11,-4,0.3,1,7,-10,-1,0,-5
CCOC(=O)N1CCN(C(=O)CCn2c(=O)[nH]c3ccsc3c2=O)CC1,-17,-13,0.8,-7,6,-3,3,-1,0
COc1ccc(N2CCN(C(=S)Nc3cccc(C)c3C)CC2)cc1,-7,-11,0.3,2,2,-6,-9,1,-1
O=C(Nc1ccc2c(c1)C(=O)OC2)c1ccccc1Cl,-17,-15,1.0,2,12,2,8,1,-4
CC1CCCN(S(=O)(=O)c2ccc(Br)s2)C1 (stereo unspecified),-8,5,0.7,4,-4,-3,-15,-1,-9
O=C(/C(=N/O)c1ccccc1)c1ccccc1,-8,1,0.1,-7,7,nt,nt,0,-6
Cc1cc(C)n(-c2ncnc3sc(C)c(C)c23)n1,-10,-12,0.5,-9,13,-15,2,1,-4
CCOc1ccc(/C(O)=C2\C(=O)C(=O)N(CCOCCO)C2c2ccccc2OC)cc1 (stereo unspecified),-14,-8,0.5,1,6,7,14,1,-4
COc1ccc(C(c2c(O)ccc3ccccc23)N2CCOCC2)c(OC)c1 (stereo unspecified),3,2,1.3,7,1,-2,68*,8,-5
CCCN(CCC)CCNC(=O)C1(O)c2ccccc2NC(=O)N1c1cccc(OC)c1 (stereo unspecified),-9,-7,0.3,-2,1,-12,6,1,-4
CCOc1ccc(NC(=O)CN(C)C(=O)c2ccccc2-n2cnnn2)cc1OCC,0,-14,-0.2,-4,16,-4,-15,1,-1
Cn1c(Cc2ccccc2)nnc1SCC(=O)Nc1ccc2c(c1)OCO2,5,2,-0.1,4,1,3,-9,0,-6
Cn1cnnc1SCC(=O)Nc1ccc(Cl)cc1,-3,-10,0.9,14,7,-3,2,1,-5
COc1cccc(/C=C2/SC(=O)N(C)C2=O)c1OCc1ccc(C(=O)O)cc1,-17,12,2.0,6,6,-20,-11,2,-7
Cc1ccccc1Nc1nc(N)c2ccccc2n1,-22,-27,1.1,4,3,-1,-21,1,-7
CCN1CCN(Cc2ccc(NC(=O)c3cc(NC(=O)c4cncc(-c5cccs5)c4)cc(OC)c3)cc2C(F)(F)F)CC1,-2,-4,0.3,-11,-1,-4,-13,6,-8
O=C(O)CNC(=O)CCCn1nnc2ccccc2c1=O,-7,-3,0.5,2,4,-5,1,0,-2
O=C1NCCC12C(=O)Nc1ccccc12 (stereo unspecified),-2,-14,0.1,-17,8,-6,1,0,-2

Continuation.
SMILES,CHO-K1 Ca antag,CHRM1 antagonist,CHO-K1 Ca ag,CHRM4 antagonist,M1 PAM,OXTR potentiate,CHO parental Ca,M4 ag,M1 ag
CN1CCN(S(=O)(=O)c2cccc(C(=O)NC3(C)CCS(=O)(=O)C3)c2)CC1 (stereo unspecified),-17,20,0.2,-13,-9,1,-9,0,-3
CCc1ccc(NC(=O)NC2CCCCCCC2)cc1,0,-1,7.0,-2,-5,nt,nt,1,-3
Cc1ccc(S(=O)(=O)N(C)C)cc1NC(=O)COc1ccc(-c2nnco2)cc1,-12,-13,1.6,-2,13,-3,-12,1,-1
Cc1ccc(-n2nnnc2SCc2nnc(-c3ccccc3Br)o2)cc1,-16,-35,1.5,-10,6,-11,12,4,1
Cc1ccc(OCCc2csc(N)n2)cc1,-15,14,1.2,-8,4,-1,-7,1,-3
CCC(=O)Nc1ccc(C(=O)NNC(=O)c2cccs2)cc1,4,-3,10,4,3,-4,-3,0,-5
COc1ccc(C(=O)Nc2cc(C(F)(F)F)ccc2Cl)cc1OC,-17,-1,0.0,-5,3,-5,-20,-2,-8
Cc1ccccc1NC(=O)Nc1nc(CN)cs1,-4,-15,1.3,-11,6,nt,nt,1,-2
Cc1cccc(NC(=O)c2onc3c2CCCC3)c1C,-9,-10,0.3,6,11,-24,-19,-1,-3
CCC(C(=O)NCc1cccnc1)n1nc(C)c2sc3ccccc3c2c1=O (stereo unspecified),-13,-11,1.1,-4,3,2,-21,3,-5
CCCCCOc1ccccc1C(=O)NCCCCCC(=O)O,3,-14,-0.2,18,17,-4,2,0,-1
CC(/C=N/NC(=O)Cc1cccn1C)=C\c1ccco1,-6,-9,-0.1,1,6,4,1,1,-5

Filtered by structure, those above containing a Cl atom
SMILES,CHO-K1 Ca antag,CHRM1 antagonist,CHO-K1 Ca ag,CHRM4 antagonist,M1 PAM,OXTR potentiate,CHO parental Ca,M4 ag,M1 ag
COC(=O)c1cc(NC(=O)CN(c2ccccc2OC)S(=O)(=O)c2ccccc2)ccc1Cl,7,23,4.0,9,-5,-10,-10,10,0
COc1ccc(NC(=S)Nc2cc(C)[nH]n2)cc1Cl,0,-7,-0.5,-15,-1,-11,-8,2,-3
COc1ccc(NC(=O)CSc2nnc(-c3ccco3)n2N)cc1Cl,-14,-17,0.3,-4,12,-4,-13,2,-3
COc1ccc(CNC(=O)c2csc(Cc3ccc(Cl)cc3)n2)cc1,-17,3,0.2,0,-3,-12,-18,0,-2
CC(C)(C)c1ccc(S(=O)(=O)N2CC(C(=O)O)Oc3ccc(Cl)cc32)cc1 (stereo unspecified),-11,-4,0.3,1,7,-10,-1,0,-5
O=C(Nc1ccc2c(c1)C(=O)OC2)c1ccccc1Cl,-17,-15,1.0,2,12,2,8,1,-4
Cn1cnnc1SCC(=O)Nc1ccc(Cl)cc1,-3,-10,0.9,14,7,-3,2,1,-5
COc1ccc(C(=O)Nc2cc(C(F)(F)F)ccc2Cl)cc1OC,-17,-1,0.0,-5,3,-5,-20,-2,-8

Rows were taken by chance; 2.9% or so of the library scored in one or more.
